Screens deposited in PubChem by several laboratories.
DAX1 inh-1: inhibitors of DAX1 repression of SF-1 activated StAR promoter | HEK293T StAR-luciferase reporter, SF-1/DAX-1 repression relief | inhibition, % at 6.8 µM | actives 1.1% (n = 370,000) | AID 652010;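 active = inhibition above the mean over all tested compounds plus 3 SD, cut at about 3.6% in these data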;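 note: 0% = DAX-1 cells with DMSO and 100% = cells lacking DAX-1 with DMSO; higher inhibition means more luminescence from relief of DAX-1 repression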
NPR1 activator: GC-A (human) enzyme activation; P16066; HEK293 GC-A cells, cGMP TR-FRET, EC30 ANP; 0% at EC30 ANP, 100% saturating ANP; activation, % at 10 µM; actives 0.14% (n = 370,000); AID 1671463; in the data active = activation above about 40%
sPLA2-III inh: Blocks human group III sPLA2 activity; inhibition, % at 12.2 µM; QFRET BODIPY PC-A2 liposome hydrolysis, fluorescence; AID 743126; actives 0.56% (n = 370,000);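 active = inhibition above mean plus 3 SD of compounds lying within the high and low control bounds, cut at about 19% in these data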;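 note: 0% = median of test compound wells and 100% = no enzyme DMSO wells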
Target sequence (Q9NZ20 whole entry, looked up): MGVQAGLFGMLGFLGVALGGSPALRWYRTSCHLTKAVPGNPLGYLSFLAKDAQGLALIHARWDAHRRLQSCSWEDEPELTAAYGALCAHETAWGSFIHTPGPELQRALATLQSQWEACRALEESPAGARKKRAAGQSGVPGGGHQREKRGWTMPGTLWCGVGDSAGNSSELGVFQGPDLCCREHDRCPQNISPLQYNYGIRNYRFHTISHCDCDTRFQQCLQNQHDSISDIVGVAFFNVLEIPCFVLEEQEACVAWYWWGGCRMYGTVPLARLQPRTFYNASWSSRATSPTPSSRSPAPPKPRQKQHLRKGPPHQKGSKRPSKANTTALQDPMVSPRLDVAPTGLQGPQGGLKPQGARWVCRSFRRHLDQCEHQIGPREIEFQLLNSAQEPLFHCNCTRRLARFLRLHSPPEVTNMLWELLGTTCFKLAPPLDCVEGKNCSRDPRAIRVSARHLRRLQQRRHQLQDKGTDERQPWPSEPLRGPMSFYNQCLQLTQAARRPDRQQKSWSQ
ADAM10 inh: inhibitors of human ADAM10 | O14672 | recombinant ADAM10, EDANS/DABCYL FRET peptide cleavage, 3 h | inhibition, % at 7 µM | actives 0.62% (n = 370,000);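 active = inhibition above a per-campaign cutoff equal to the mean of compounds falling between control-based bounds plus 3 SD, cut at about 20% in these data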;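 note: 0% = DMSO wells while the 100% control is not disclosed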
Target sequence (O14672 214-748 limits assumed): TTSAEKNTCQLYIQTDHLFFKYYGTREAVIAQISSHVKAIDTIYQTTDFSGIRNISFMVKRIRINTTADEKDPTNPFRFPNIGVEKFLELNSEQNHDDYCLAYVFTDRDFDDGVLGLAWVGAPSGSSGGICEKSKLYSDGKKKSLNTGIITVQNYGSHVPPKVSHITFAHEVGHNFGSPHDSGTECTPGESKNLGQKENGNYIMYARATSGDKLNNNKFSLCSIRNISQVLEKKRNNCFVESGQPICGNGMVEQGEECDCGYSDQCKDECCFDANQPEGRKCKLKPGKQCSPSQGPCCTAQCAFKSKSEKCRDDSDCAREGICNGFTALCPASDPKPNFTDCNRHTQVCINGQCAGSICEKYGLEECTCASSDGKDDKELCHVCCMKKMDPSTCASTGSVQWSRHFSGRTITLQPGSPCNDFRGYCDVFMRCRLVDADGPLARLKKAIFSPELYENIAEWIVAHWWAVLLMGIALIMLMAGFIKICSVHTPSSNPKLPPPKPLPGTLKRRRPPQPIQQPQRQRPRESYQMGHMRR
DAX1 inh-2: inhibits human nuclear receptor DAX1; HEK293 Gal4-DAX1 luciferase reporter, luminescence; inhibition, % at 6.75 µM; actives 0.99% (n = 340,000); AID 504766;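 active = inhibition above the mean over all tested compounds plus 3 SD, cut at about 4.2% in these data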;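 note: 0% = DAX1-transfected cells with DMSO and 100% = empty-vector control cells with DMSO; inhibition shows as a rise in luminescence from relieved DAX1 repression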
SMARCA2 activ: increases SMARCA2 function in MMTV reporter cells; AID 652017; MG213 cells, MMTV-luciferase reporter, dexamethasone, overnight; activation, % at 9.1 µM; actives 1% (n = 370,000); in the data active = activation above about 7.8%;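 note: 0% = vehicle wells and 100% = reference activator wells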
GC-B act: GC-B (human) receptor activation; activation, % at 10 µM; HEK293-GC-B cells, CNP EC30, cGMP TR-FRET; 0% at EC30 CNP, 100% saturating CNP; AID 1920062; P20594; actives 0.11% (n = 370,000);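 active = activation at 10 µM reaching about 35% in either raw or pattern-adjusted values, limit read from the data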
ssDAF12 agonist: S. stercoralis DAF-12 activation, primary screen; HEK293 ssDAF-12/GRIP1 lit1-tk-luc reporter, luminescence; % of 3 µM dafachronic acid response; actives 1% (n = 370,000); activation, % at 6.8 µM;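 active = activation above the mean over all tested compounds plus 3 SD, cut at about 0.9% in these data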;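 note: 0% = DMSO-only wells and 100% = 3 µM delta7-dafachronic acid wells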
hgDAF12 agonist: agonists of H. glycines DAF-12 nuclear receptor; HEK293 GAL4-hgDAF12 UAS-luciferase reporter, agonist luminescence; normalized to butyrate control; actives 1.8% (n = 370,000); activation, % at 6.8 µM;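 active = activation above a cutoff set at the mean of all screened compounds plus 3 SD, cut at about 10% in these data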;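 note: 0% = DMSO wells and 100% = sodium butyrate wells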
GAA850 FXN act: frataxin GAA850 promoter activation; actives 0.56% (n = 360,000); activation, % at 6 µM; HEK293 lucGAA850 FXN promoter luciferase reporter, 24 h; percent of 10 µM SAHA response; AID 540364;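 active = activation above the average of all compounds screened plus 3 SD, cutoff fixed separately per campaign, cut at about 7.5% in these data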;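 note: 0% = DMSO wells and 100% = 10 µM SAHA wells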
hcDAF-12 act: activates DAF-12 receptor from parasite H. contortus; HEK293 hcDAF-12 lit1-tk-luc reporter, luminescence; 0% DMSO, 100% Δ7-dafachronic acid; activation, % at 6.8 µM; actives 1.4% (n = 370,000); AID 652067;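 active = activation above the mean of all tested compounds plus 3 SD, cut at about 5.5% in these data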;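 note: 100% = response to 3 µM Δ7-dafachronic acid high control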
The depositor's hits bear a star; . = not tested or not shown.

Preview (5 entries):
SMILES | DAX1 inh-1 | NPR1 activator | sPLA2-III inh | ADAM10 inh | DAX1 inh-2 | SMARCA2 activ | GC-B act | ssDAF12 agonist | hgDAF12 agonist | GAA850 FXN act | hcDAF-12 act
COc1ccc(-c2c(C)nn(Cc3ccccc3)c2N)cc1 | -0.6 | -9 | 5 | 4 | 0.0 | -1 | 7 | -1.8 | -0.9 | 1.4 | -1.9
Cn1c(-c2ccccc2)cc(=O)n1-c1ccccc1 | 1.0 | 5 | 7 | -5 | 0.8 | -3 | 1 | -0.3 | -1.6 | -1.9 | 1.8
CN(C)C(CNC(=O)c1cc2ccccc2o1)c1ccco1 (centres undefined) | -0.6 | 3 | -2 | -5 | 0.4 | 1 | 3 | -0.3 | 0.5 | 1.2 | 1.8
O=C(CCCN1C(=O)C(c2ccccc2)Oc2cccnc21)NCc1ccccc1Cl (centres undefined) | -0.1 | -5 | 8 | 4 | 0.3 | -2 | -8 | -0.9 | -1.9 | 1.1 | -3.5
COc1ccc(C(=O)OCC(=O)N2C(C)CCCC2C)cc1S(=O)(=O)N1CCOCC1 (centres undefined) | 0.3 | 0 | 0 | -9 | 1.7 | -2 | 4 | -1.4 | 0.3 | -2.5 | -2.7

The list itself, previewed entries included:
SMILES | DAX1 inh-1 | NPR1 activator | sPLA2-III inh | ADAM10 inh | DAX1 inh-2 | SMARCA2 activ | GC-B act | ssDAF12 agonist | hgDAF12 agonist | GAA850 FXN act | hcDAF-12 act
COc1ccc(-c2c(C)nn(Cc3ccccc3)c2N)cc1 | -0.6 | -9 | 5 | 4 | 0.0 | -1 | 7 | -1.8 | -0.9 | 1.4 | -1.9
Cn1c(-c2ccccc2)cc(=O)n1-c1ccccc1 | 1.0 | 5 | 7 | -5 | 0.8 | -3 | 1 | -0.3 | -1.6 | -1.9 | 1.8
CN(C)C(CNC(=O)c1cc2ccccc2o1)c1ccco1 (centres undefined) | -0.6 | 3 | -2 | -5 | 0.4 | 1 | 3 | -0.3 | 0.5 | 1.2 | 1.8
O=C(CCCN1C(=O)C(c2ccccc2)Oc2cccnc21)NCc1ccccc1Cl (centres undefined) | -0.1 | -5 | 8 | 4 | 0.3 | -2 | -8 | -0.9 | -1.9 | 1.1 | -3.5
COc1ccc(C(=O)OCC(=O)N2C(C)CCCC2C)cc1S(=O)(=O)N1CCOCC1 (centres undefined) | 0.3 | 0 | 0 | -9 | 1.7 | -2 | 4 | -1.4 | 0.3 | -2.5 | -2.7
CCSc1nnc(NC(=O)CSC2=NCCS2)s1 | 0.2 | -1 | 8 | 2 | 0.9 | -1 | 0 | -2.1 | 0.6 | -0.3 | -1.5
COc1cc(C=O)ccc1OCCCOc1ccccc1C(=O)O | -1.2 | -2 | -3 | -5 | -0.4 | 6 | -1 | -1.3 | -2.7 | -0.7 | 0.8
CCC(=O)Nc1c(C)c(CC)nc2ccccc12 | -0.1 | 1 | 1 | -6 | -0.6 | -2 | -1 | -0.9 | 0.5 | 2.0 | -1.4
Cc1ccc(-c2n[nH]c(=S)n2/N=C/c2cccn2C)cc1 | -0.3 | 2 | 14 | 3 | 0.9 | 1 | -2 | -0.8 | 0.2 | 1.9 | 1.8
COc1ccccc1CNc1ccc2nnc(CCNC(=O)c3ccc(C)cc3)n2n1 | 0.4 | -10 | 4 | -12 | -1.4 | -2 | -9 | -1.8 | -1.5 | 0.0 | -1.7
CC(Sc1nc2ccccc2s1)C(=O)NCc1ccc2c(c1)OCO2 (centres undefined) | 0.2 | -1 | -3 | 0 | -0.4 | 1 | 1 | 0.2 | 2.2 | 2.3 | 2.3
COc1ccc(C)cc1NC(=O)COC(=O)c1ccc2c(c1)OCO2 | -0.4 | 1 | 9 | -2 | -0.1 | -3 | -4 | -0.2 | -2.4 | 2.2 | -1.7
Cc1nnc(SCC(=O)NC2CCCC2)n1-c1ccccc1 | 0.3 | -3 | 4 | -12 | 0.8 | -3 | -1 | -1.5 | 2.9 | 1.4 | 0.5
Cc1cc(O)c(Sc2ccccc2)c(=O)o1 | -0.3 | 4 | 3 | -7 | . | -2 | 3 | -1.1 | -1.5 | -0.2 | 0.8
Cc1ccc(C(=O)OC(C)CN2CCOCC2)cc1 (centres undefined) | 1.0 | 1 | 1 | -12 | 0.4 | -2 | 1 | -1.4 | -3.4 | 3.0 | -0.8
CC(=O)C1CCCN(C(=O)c2ccc3nc(Cc4cccc(Cl)c4)oc3c2)C1 (centres undefined) | -2.0 | 5 | -22 | -4 | -0.8 | 2 | 3 | -1.5 | -2.7 | 0.9 | 2.7
CC(C)NC(=O)CN(C(=O)CCC(=O)Nc1ccccn1)c1ccc(F)c(Cl)c1 | -0.3 | -1 | -3 | 6 | 0.2 | -1 | 0 | -0.9 | 3.8 | -0.4 | -0.7
O=C(CSc1nc2[nH]c(=O)cc(O)c2s1)NCCc1ccccc1 | -2.4 | 0 | -3 | -3 | 0.3 | 3 | 1 | -0.8 | 1.4 | -1.1 | -0.7
CCOC(=O)C1CCN(C(=O)CCn2c(=O)[nH]c3ccsc3c2=O)CC1 | -0.1 | -1 | 4 | -4 | -0.3 | 2 | -14 | -1.2 | 4.2 | -2.7 | -1.3
S=c1[nH]nc(Nc2ccccc2)s1 | 0.9 | -1 | 7 | 1 | . | 1 | -2 | -1.4 | -0.6 | 3.0 | 1.3
O=c1[nH]c(N2CCc3ccccc32)nc2c1CCCC2 | -0.9 | -9 | 11 | -1 | 0.4 | 0 | -10 | -1.2 | 0.7 | -0.5 | -1.9
Cc1nc(C)c(C(=O)C2=C(O)C(=O)N(CCN3CCOCC3)C2c2ccco2)s1 (centres undefined) | -0.7 | -2 | -1 | 3 | 1.2 | 1 | 7 | -1.2 | -1.8 | -0.2 | -1.5
CCCN(CCC)CCCNC(=O)c1cn(CC)c2ccc(S(=O)(=O)N(C)C3CCCCC3)cc2c1=O | 2.8 | -4 | -3 | -7 | 0.9 | 2 | -1 | -1.5 | 2.6 | 0.7 | -1.8
O=C(Nc1nc(-c2ccccn2)cs1)c1ccc(Br)s1 | -0.5 | 16 | 38* | -7 | -4.0 | -1 | 2 | -1.1 | -2.6 | -1.5 | 0.3
Cc1cc2c(cc1C)-n1nnnc1C(N1CCN(CC(=O)N3CCCC3)CC1)C(=O)N2 (centres undefined) | 0.8 | -2 | 5 | -11 | . | 0 | 1 | -0.5 | 2.8 | . | -1.0
Cc1ccc(C2=CC(=O)CC(C)(C)C2)cc1 | -0.9 | 1 | 10 | -8 | 0.7 | 2 | 4 | -0.5 | 4.3 | 1.2 | 1.6
O=C(c1ccc(-c2ccccc2)cc1)N1CCN(c2nc3ccccc3o2)CC1 | 0.3 | -1 | 10 | 0 | -0.3 | -2 | -10 | -0.8 | -1.6 | -1.5 | 0.1
O=C(NCCc1cccs1)c1cccs1 | 3.2 | 3 | -2 | -4 | 1.5 | 3 | 0 | -0.4 | 11* | 3.5 | 2.1
O=C(Nc1cccc(C(F)(F)F)c1)c1cc(-c2ccco2)on1 | 0.1 | -2 | -2 | 7 | -0.8 | 0 | -5 | -0.8 | -1.2 | 1.9 | -1.3
C[n+]1cnc(-c2ccccc2)cc1-c1ccccc1 | 0.0 | -2 | 1 | -28 | 1.5 | 1 | 2 | -1.2 | -1.4 | -2.4 | 0.4
COC(=O)c1ccccc1OCCCOc1ccc(C=O)cc1OC | 0.3 | -3 | -2 | -6 | 1.4 | 3 | 0 | -0.8 | 7.5 | 0.1 | 3.1
CCOC(=O)CC1(NC(=O)c2cc(COc3cncc(Cl)c3)on2)CCCCC1 | -5.0 | -2 | -6 | 1 | -0.3 | -1 | -6 | -1.6 | -4.7 | 1.3 | -2.4
COc1ccc(OC)c(C2C(C#N)=C(N)Oc3cc(C)n(Cc4ccccn4)c(=O)c32)c1 (centres undefined) | -0.1 | -11 | 3 | -27 | 2.2 | -5 | -10 | -1.7 | -1.0 | -1.0 | -1.0
CC(=O)c1ccc(NC(=O)C2CCCN(c3ncnc4c3nc3n4CCCCC3)C2)cc1 (centres undefined) | -0.4 | 4 | -6 | -1 | -0.2 | -1 | -2 | -1.4 | 0.6 | 0.8 | -2.5
O=C1[C@@H]2Cc3c([nH]c4ccccc34)C(c3cccc([N+](=O)[O-])c3)N2C(=O)CN1C1CCN(Cc2ccccc2)CC1 (some centres undefined) | -0.6 | -12 | -21 | 18 | 0.0 | -4 | -13 | -0.2 | 0.1 | 5.6 | 5.2
Cc1nc2ccccc2n1CCc1ccccc1 | -0.5 | -4 | -5 | -5 | -0.3 | -1 | -1 | -1.8 | 0.1 | 1.2 | -1.4
CCCn1nc(C(=O)NCc2ccccn2)c2ccccc2c1=O | -0.6 | 0 | -2 | 1 | 0.6 | 2 | 2 | -0.4 | 0.3 | 0.0 | -1.2
COc1ccc(NC(=O)COC(=O)c2ccc(Cl)c(S(N)(=O)=O)c2)c([N+](=O)[O-])c1 | 1.6 | -3 | 6 | -5 | 5.0* | -5 | -4 | -1.3 | -4.5 | -1.1 | 0.4
O=C1NC(=O)/C(=C/c2ccccn2)S1 | -0.1 | 3 | 7 | 5 | -0.6 | -2 | 5 | -0.9 | -1.6 | 0.8 | -0.2
CN1CCN(C(=S)SCc2nc(N)nc(Nc3ccc(F)cc3)n2)CC1 | 0.7 | 2 | 3 | 7 | 0.7 | 0 | -3 | -1.2 | 4.3 | 1.9 | -1.8
Cc1cccnc1N1C(=O)c2ccc(C(=O)O)cc2C1=O | 0.4 | 1 | 5 | 12 | 1.6 | -3 | -3 | -0.2 | 1.5 | 1.1 | 2.0
COc1ccccc1C1CCN(Cc2cccc([N+](=O)[O-])c2)CC1 | 0.5 | -2 | 7 | 2 | -0.4 | 3 | -2 | -0.8 | -1.3 | 1.6 | -2.0
CCOC(=O)[C@]12CCC=C1N(Cc1ccco1)C(=O)[C@H](CC(=O)NCCCN1CCCC1=O)C2 | -0.5 | 1 | 2 | -10 | . | -3 | 5 | -0.4 | 0.5 | . | -0.5
O=C(CSc1nc2ccccc2o1)Nc1ccc(N2CCOCC2)cc1 | -0.8 | 2 | -2 | -5 | -0.4 | -5 | -4 | -0.3 | 5.5 | -0.7 | -0.3
COCc1ccc(CN2CCCC(CO)(Cc3ccccc3C)C2)o1 (centres undefined) | -0.5 | -4 | -1 | -8 | 0.7 | -3 | 6 | -1.1 | 1.6 | 1.2 | 0.6
O=[N+]([O-])c1ccc(COc2cccc(CN3CCOCC3)c2)cc1 | -2.5 | 2 | 2 | -12 | -0.6 | 2 | 6 | -1.5 | 1.5 | 0.1 | -1.9
Cc1cc(-c2ccccc2)nc2[n+]1CCN2C | -0.4 | 10 | -3 | -127 | -2.1 | -2 | 1 | -1.9 | -0.2 | 1.1 | -1.2
Cc1ccc(S(=O)(=O)CCC(=O)OCn2nnc3ccccc3c2=O)cc1 | -0.5 | -2 | 2 | -10 | 0.7 | -4 | -4 | -2.4 | -1.6 | 0.9 | -2.0
CCOc1ccc(NC(=O)CSc2nc(=O)n(CCN3CCOCC3)c3c2CCCC3)cc1 | -1.3 | 0 | 6 | -2 | 1.4 | -1 | -5 | -0.6 | -1.8 | 0.0 | -0.6
